# ALDH1A1 inh: blocks purified human ALDH1A1 activity. P00352. Purified ALDH1A1, NADH fluorescence, propionaldehyde substrate. Potency, µM (doses to about 75.3 µM), inactives show at the top dose activity, negative = inhibition, most hits filed as inhibitors. 7.3% of 220,000 active. AID 1030; active = well fitted inhibition curve with a large enough effect, not every such curve was filed as active; inconclusive = small, poorly fitted or top-dose-only effect, or another doubt; inactive = no such curve, though single readings can be large or run the other way;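 also: plate controls were no enzyme wells and a reference inhibitor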
# Target sequence (P00352 whole entry, looked up): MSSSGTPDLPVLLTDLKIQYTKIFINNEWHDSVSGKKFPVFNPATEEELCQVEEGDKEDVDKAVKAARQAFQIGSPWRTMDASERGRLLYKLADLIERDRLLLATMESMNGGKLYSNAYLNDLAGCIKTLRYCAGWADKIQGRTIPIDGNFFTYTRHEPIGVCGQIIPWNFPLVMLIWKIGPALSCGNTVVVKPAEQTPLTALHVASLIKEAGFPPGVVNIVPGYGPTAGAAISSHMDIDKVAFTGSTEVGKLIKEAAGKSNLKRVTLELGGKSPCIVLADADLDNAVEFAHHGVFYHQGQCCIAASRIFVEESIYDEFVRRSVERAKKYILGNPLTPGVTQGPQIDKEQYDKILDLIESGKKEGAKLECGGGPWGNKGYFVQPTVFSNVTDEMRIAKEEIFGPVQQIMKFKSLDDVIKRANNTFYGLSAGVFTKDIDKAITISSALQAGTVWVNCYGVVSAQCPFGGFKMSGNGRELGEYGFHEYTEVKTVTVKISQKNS
# Tau fibril ThT: blocks human tau fibril formation measured by thioflavin T; P10636; recombinant tau K18 P301L (four-repeat tau fragment), heparin-induced fibrillization, ThT fluorescence; Potency, µM (doses to about 57.4 µM), inactives show at the top dose activity, negative = inhibition, usual class: inhibitors; 2.1% of 270,000 active; also: % is scaled to controls: 0 for no effect and ±100 for the full control effect; nearly all actives have a fitted effect of over 55% in size
# Target sequence (P10636 561-689 P618L limits assumed): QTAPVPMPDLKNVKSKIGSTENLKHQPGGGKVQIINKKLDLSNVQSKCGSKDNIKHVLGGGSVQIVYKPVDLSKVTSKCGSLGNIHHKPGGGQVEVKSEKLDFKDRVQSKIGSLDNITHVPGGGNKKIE
#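 K18 P301L tau (15 uM + 0.24 uM Alexa 594-tagged), heparin 20 uM, NaOAc pH 7, 6 h 37 C; ThT 30 uM, 1 h RT, ex 450/em 510 nm.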
# L3MBTL1 block: L3MBTL1 (human) inhibition; AlphaScreen L3MBTL1–H3K9me1 peptide binding; Potency, µM (titrated, usually from 57.1 µM), for inactives: at the highest dose activity, negative = inhibition, usual class: inhibitors; 0.66% of 230,000 active; AID 485360; also: % is scaled to controls: 0 for no effect and ±100 for the full control effect; nearly all actives have a fitted effect of over 60% in size
#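 First, the protein-peptide complex forms for 30 min at room temperature (L3MBTL1 50 nM, biotinylated H3K9me1 peptide 75 nM). Next, compounds are pin-transferred and incubated 30 min. Finally, AlphaScreen beads are added and read after 30 min.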
# SMN2 splice enh: SMN2 splice variant enhancement. HEK293 SMN2-luciferase splicing reporter, luminescence, 30-36 h. Potency, µM (series often up to 46.1 µM), without a hit: at the top dose activity change, positive = activation, usual class: activators. 2.8% of 210,000 active; also: % of control where 0% means no effect; nearly all actives have a fitted effect of over 55% in size
#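 HEK293 cells carry an SMN2 […]–luciferase reporter in which exon 7 inclusion puts luciferase in frame. Cells were plated 10-12 h before compound addition, then incubated 30-36 h at 37C. ONE-Glo luminescence was read; sodium butyrate at 4.5 mM final served as control.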
# JMJD2E inh: blocks human JMJD2E demethylase activity. B2RXH2. JMJD2E catalytic domain, FDH-coupled NADH fluorescence (FDH is formaldehyde dehydrogenase). Potency, µM (doses to about 57.1 µM), without a hit: top-dose activity change, negative = inhibition, actives largely listed as inhibitors. 1.6% of 230,000 active. AID 2147; active = well fitted inhibition curve with a large enough effect, not every such curve was filed as active; inconclusive = small, poorly fitted or top-dose-only effect, or another doubt; inactive = no such curve, though single readings can be large or run the other way;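 also: 0% = wells with enzyme and -100% = buffer wells without enzyme; nearly all actives have a fitted effect of over 50% in size; many of its hits are not listed in these tables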
# Target sequence (B2RXH2 1-337 limits assumed): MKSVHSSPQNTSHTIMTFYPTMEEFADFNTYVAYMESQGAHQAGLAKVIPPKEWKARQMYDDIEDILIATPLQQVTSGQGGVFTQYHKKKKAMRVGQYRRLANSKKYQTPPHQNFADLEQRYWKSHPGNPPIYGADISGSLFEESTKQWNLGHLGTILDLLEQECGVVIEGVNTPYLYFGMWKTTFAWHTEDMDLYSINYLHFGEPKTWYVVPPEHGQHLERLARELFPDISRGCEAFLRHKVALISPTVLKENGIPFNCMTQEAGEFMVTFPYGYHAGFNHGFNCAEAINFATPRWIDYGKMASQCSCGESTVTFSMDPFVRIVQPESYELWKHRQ
# RECQ1 inh: RECQ1 (human) helicase inhibition; P46063; RECQ1 DNA unwinding, red fluorescence kinetic read; 0.54% of 240,000 active; Potency, µM (series often up to 57.3 µM), without a hit: at the top dose activity, negative = inhibition, most hits filed as inhibitors; AID 2549;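 also: plate controls were vehicle for no effect and no enzyme for full effect; nearly all actives have a fitted effect of over 30% in size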
#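 50 nM RECQ1T1 preincubated 15 min with compound in Tris pH 8.0 buffer with MgCl2, DTT, Tween-20 and 2.5 ug/ml poly(dI-dC); started with 200 nM TAMRA/BHQ-2 forked duplex and 2 mM ATP. Unwinding read as fluorescence (525/598 nm), two reads 2 h apart.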
# KinaseGlo FLuc: Kinase-Glo luciferase inhibition (counter-screen); Q27757; Kinase-Glo luciferase, ATP luminescence, 8 min; Potency, µM (titrated, usually from 38.3 µM), inactives show at the top dose activity change, negative = inhibition, hits mostly inhibitors; 0.28% of 200,000 active; AID 1379; also: % is scaled to controls: 0 for no effect and ±100 for the full control effect; nearly all actives have a fitted effect of over 60% in size
#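 Recombinant Kinase-Glo luciferase, 10 uM ATP (linear range), luciferin; imidazole pH 7.2 / KCl / MgCl2 / Tween / BSA buffer; 8 min RT; luminescence.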
# Lamin A splicing: LMNA splicing modulation; HeLa LMNA splicing GFP/RFP minigene ratio, 48 h; Potency, µM (doses to about 46.1 µM), for the others: at the highest dose ratio change, negative = inhibition, usual class: inhibitors; AID 1487; 0.01% of 200,000 active; active = well fitted inhibition curve with a large enough effect in the signal ratio, with a control signal flat, not every such curve was filed as active; inconclusive = small, poorly fitted or top-dose-only effect, or effect the other way, or a change in a side signal; the % refers to the signal ratio; also: % is scaled to controls: 0 for no effect and ±100 for the full control effect
#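 Read-out is the ratio of GFP to DsRed2 object intensity, acquired by 488 nm laser-scanning cytometry on HeLa lamin A-EGFP minigene reporter cells. Compound incubation 48 hrs at 37 °C in Opti-MEM with 2% FBS; DMSO 0.5% final.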
# Numbers without * were called inactive; i = inactive; ? = inconclusive; . = no result given; & = joins results of further samples; [ ] = dose if it differs, or a comment. Unless noted, calls follow the shape of the dose curve; as a rule, active = well fitted curve in the direction sought with a large enough effect; inconclusive = small, poorly fitted or top-dose-only effect, or another doubt; inactive = no such curve, though single readings can be large; an effect the other way counts as inactive or inconclusive. Potency is read from the fitted curve at half-maximal effect. A portion of the library; count on the stated rates, not on these rows.
item	SMILES	ALDH1A1 inh	Tau fibril ThT	L3MBTL1 block	SMN2 splice enh	JMJD2E inh	RECQ1 inh	KinaseGlo FLuc	Lamin A splicing
1	Cc1cccc(S(=O)(=O)N/N=c2\sc3ccccc3n2C)c1	7%	-6%	5%	.	10%	i	.	.
2	COc1cc(O)c(C(C)=O)c(OC)c1	4%	-3%	.	-88%[inhibitor]	2%	i	3%	-6%
3	Cc1nn(-c2ccccc2)c(C)c1NS(=O)(=O)c1ccccc1	5%	-2%	4%	14%	-5%	-9%	-1%	-3%
4	Cc1cccc(NC(=O)COC(=O)c2ccc3c(c2)OCO3)c1C	?	-1%	-1%	4%	-11%	-1%	0%	-12%[46 µM]
5	COc1ccccc1-n1c(-c2cccnc2)n[nH]c1=S	?	-12%	7%	-32%[inhibitor]	-2%	-8%	-1%	3%
6	O=C(CCSCc1ccccc1F)NCCc1ccccc1	?	-9%	.	?	0%	0%	8%	.
7	Cc1ccc(Cl)c2c1=NC(=O)C=2c1[nH]c(=S)[nH]c1O	-3%	-3%	-14%	29%	-1%	-4%	-25%	.
8	N#Cc1c(N)n(CCOC(=O)c2cccc([N+](=O)[O-])c2)c2nc3ccccc3nc12	-8%	-14%	-8%	-8%	?	-10%	-1%	5%
9	COCCN(CCOC)c1nc(C)nc2c1nc(-c1ccccc1)n2CCN1CCOCC1	?	-9%	.	-11%	?	-1%	-8%	.
10	CCOc1ccc(OCc2nnc(SCC(=O)NC3CCS(=O)(=O)C3)n2-c2ccc(Cl)cc2)cc1 (stereo unspecified)	?	-5%	3%	-8%	2%	-1%	4%	?
11	COCC(C)NS(=O)(=O)c1ccccc1 (stereo unspecified)	-4%	-3%	8%	-4%	6%	i	2%	-5%[46 µM]
12	Cc1cc(C)c(NC(=O)CSc2nc3[nH]ncc3c(=O)[nH]2)c(C)c1	7%	-2%	.	15%	2%	-4%	1%	11%[46 µM]
13	Cc1ccc(OCCNS(=O)(=O)c2cccs2)cc1	-10%	-2%	0%	-7%	-5%	i	0%	1%
14	O=C1/C(=C/c2ccc(O)c(O)c2)SC(=S)N1Nc1ccccc1	?	5µM*	.	.	?	14µM*	.	.
15	c1ccc(Cn2nnnc2CN2CCCC2)cc1	-6%	-11%	7%	5%	1%	-17%	-1%	-10%
16	COC(=O)N/N=C/c1cc(Cl)cc(Cl)c1OCc1ccccc1	9%	4%	8%	10%	-5%	-4%	2%	?
17	COc1ccc(C(=O)Nc2cccc(C)c2)cc1S(=O)(=O)N1CCOCC1	-60%	-4%	30%[activator][11.4 µM]	-2%	10%	13%	10%	?
18	CN(C)CCn1c(=S)[nH]c2ccc(Cl)cc2c1=O	7%	-7%	.	.	-7%	i	.	.
19	COc1ccc(CC(=O)Nc2ccc(-c3nnc(-c4ccc(C)cc4)o3)cc2)cc1	0%	-3%	-6%	?	?	-7%	0%	-3%
20	O=C(Nc1ccccc1)c1ccc(Cn2cc(C(F)(F)F)ccc2=O)cc1	-6%	-5%	1%	0%	6%	i	-1%	10%

# Random excerpt: three records from the list
item	SMILES	ALDH1A1 inh	Tau fibril ThT	L3MBTL1 block	SMN2 splice enh	JMJD2E inh	RECQ1 inh	KinaseGlo FLuc	Lamin A splicing
2	COc1cc(O)c(C(C)=O)c(OC)c1	4%	-3%	.	-88%[inhibitor]	2%	i	3%	-6%
7	Cc1ccc(Cl)c2c1=NC(=O)C=2c1[nH]c(=S)[nH]c1O	-3%	-3%	-14%	29%	-1%	-4%	-25%	.
1	Cc1cccc(S(=O)(=O)N/N=c2\sc3ccccc3n2C)c1	7%	-6%	5%	.	10%	i	.	.

# (list continues)
item	SMILES	ALDH1A1 inh	Tau fibril ThT	L3MBTL1 block	SMN2 splice enh	JMJD2E inh	RECQ1 inh	KinaseGlo FLuc	Lamin A splicing
21	Cc1ccc(NC2=NCC(=O)N2Cc2ccccc2)c(C)c1	-4%	-6%	24%	0%	-10%	-2%	0%	6%
22	O=C(COC(=O)CN1C(=O)c2ccccc2C1=O)Nc1ncc(Cl)cc1Cl	?	-8%	-20%	-11%	3%	-5%	0%	11%
23	CC(C)(C)c1ccc(S(=O)(=O)NCC(=O)Nc2sc3c(c2C(N)=O)CCCC3)cc1	?	-21%	.	-15%	-11%	-9%	-5%	1%
24	COC(=O)NNC(=O)c1ccc(C)cc1	0%	6%	.	0%	-4%	i	0%	8%
25	COc1ccc(Nc2ncnc3scc(-c4ccc(OC)cc4)c23)cc1	?	-1%	-6%	-24%	-3%	-7%	0%	?
26	CC(C)(C)NC(=O)C(c1ccco1)N(C(=O)c1csnn1)c1ccccc1 (stereo unspecified)	10%	-9%	.	15%	4%	-2%	0%	6%
27	COc1cc(C2Nc3ccc4ncccc4c3C3=C2C(=O)CC(C)(C)C3)cc(OC)c1O (stereo unspecified)	13µM*	?	.	28µM*	7.9µM*	i	-5%	-24%
28	CSc1nc(N)c2c(n1)OC(N)=C(C#N)C2c1cccnc1 (stereo unspecified)	6%	-4%	-2%	17%	-9%	-1%	1%	.
29	CC(C)OC(=O)C(=O)NNc1ccccc1	-2%	8%	-7%	-48%[inhibitor]	-9%	1%	7%	0%
30	COc1ccc(C=Nc2cccc3ncccc23)cc1	18µM*	-11%	.	7%	1%	-1%	0%	.
31	O=C(O)C(O)C(O)(Cc1ccc(O)cc1)C(=O)O (stereo unspecified)	-2%	-3%	.	2%	-10%	-15%	-2%	.
32	Cn1ccc(NC(=O)Nc2ccc(Cl)cc2Cl)n1	-2%	?	3%	14µM*	8%	-2%	2%	-9%
33	C=CCN1C(=O)C(O)(CC(=O)c2ccccc2)c2ccccc21 (stereo unspecified)	3.5µM*	7%	8%	-6%	7%	i	-1%	-1%
34	COc1ccc(-c2nc(C#N)c(NCc3ccc(F)cc3)o2)cc1OC	?	-5%	.	-46%[inhibitor]	?	11%	-3%	?
35	O=C1NCCN(Cc2ccc(F)cc2)C1CC(=O)N1CC=C(c2ccccc2)CC1 (stereo unspecified)	.	?	4%	.	?	i	.	.
36	O=C(Cc1c[nH]c2ccccc12)Nc1cccc(S(=O)(=O)N2CCCCC2)c1	-8%	-3%	-11%	15%	-18%	-26%	0%	?
37	COc1ccc(Br)cc1C1NC(=O)c2c(sc3c2CCN(C)C3)N1 (stereo unspecified)	-7%	-14%	-2%	-11%	?	-1%	2%	0%
38	CC(=O)N1N=C(c2ccc(C)cc2)OC1c1ccc(Br)cc1 (stereo unspecified)	1%	7%	-29%	.	-5%	-9%	-2%	.
39	O=C(/C=C/c1ccc(Br)cc1)N1CCN(c2cccc(C(F)(F)F)c2)CC1	20%	6%	-2%	-57%[inhibitor]	4%	-3%	4%	?
40	O=S(=O)(c1ccc(Cl)cc1)N1CCSC1c1ccco1 (stereo unspecified)	?	-9%	1%	-4%	-3%	-7%	-2%	13%

# Further structures follow.
# Sequence of screens: ALDH1A1 inh | Tau fibril ThT | L3MBTL1 block | SMN2 splice enh | JMJD2E inh | RECQ1 inh | KinaseGlo FLuc | Lamin A splicing
41. COc1ccc(OC)c(NC(=O)c2ccc(OC3CSC3)cc2)c1
  7% | ? | . | -12% | -10% | ? | -5% | -4%[46 µM]
42. CCOC(=O)c1cccc(NC(=O)C2CCCN2S(=O)(=O)c2cccc3cccnc23)c1 (stereo unspecified)
  0% | -10% | . | -9% | 8% | -2% | 0% | -15%
43. Cc1onc(-c2ccccc2)c1C(=O)Nc1ccc(S(=O)(=O)NC(C)(C)C)cc1
  ? | 9% | ? | . | -3% | -8% | 5% | .
44. Cn1cccc1Cc1nnc(SCC(=O)N2CCCCCC2)n1CCc1ccccc1
  25µM* | ? | . | -6% | 1% | -18% | -2% | -1%
45. CC12CCC(C(=O)N3CCN(Cc4ccccc4)CC3)(OC1=O)C2(C)C (stereo unspecified)
  ? | -1% | . | 26% | 4% | -9% | -4% | -5%
46. CN1CCN(C2=Cc3ccc(Cl)cc3Sc3ccc(F)cc32)CC1
  -5% | ? | -6% | -24% | -6% | -6% | -5% | ?
47. C=CCOc1ccc(Br)cc1CNC(C)(C)CO
  7% | -3% | 7% | 0% | 17% | i | -1% | 0%[46 µM]
48. Cc1ccc(Oc2ccc(NC(=O)CSc3n[nH]c(N)n3)cc2)cc1
  ? | -7% | -6% | -29% | 1% | 2% | 1% | ?
49. CN(C)c1ccc(-c2nc(N(C)C)c3ccccc3n2)cc1
  ? | ? | . | -30%[inhibitor] | ? | ? | -1% | 13µM*
50. Cc1ccc2c(c1)sc1nc(=O)n(-c3ccc(Cl)c(Cl)c3)c(=O)n12
  3% | -19%&-2% | 23% | -8%&6% | 0% | i | 0% | 12%
51. O=C1CCCc2c1sc1nc3n(c(=O)c21)CCCCC3
  ? | -7% | . | 28% | ? | -3% | -5% | -2%
52. O=C(NCc1ccco1)c1cnccn1
  28µM* | -3% | -30% | 0% | -14% | -13% | -1% | -8%
53. COc1ccc(/C=C(/C(=O)Nc2ccccc2C(=O)NC(C)C)c2ccccc2)cc1
  ? | -18% | -2% | -10% | -15% | -11% | 0% | 3%
54. CN(C)c1ccc(C(=S)N2CCCCC2)cc1
  ? | -11% | -13% | . | 14% | -5% | 1% | .
55. CCCCCSc1nnc2c(n1)OC(c1cccn1C)N(C(C)=O)c1ccccc1-2 (stereo unspecified)
  -13% | ? | -9% | -8% | 4% | -8% | -1% | 4%
56. CC(=O)C1=C(C)NC2=C(C(=O)c3ccccc32)C1c1ccccc1 (stereo unspecified)
  ? | 18µM* | . | -22% | -13% | -4% | -4% | -7%[46 µM]
